Assay outcomes as filed in PubChem.
CHT inh = human CHT choline transport inhibition; 310,000 compounds, 0.86% hits; CHT-expressing cells, membrane potential dye, choline response; stronger effect = lower value; B-score at 10 µM; Q9GZV3; AID 488975;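 active = B-score over 3 SD under the library average, and starting fluorescence ratio not unusually high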;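 also: choline stimulus applied at its EC90 after an EC20 pre-addition; B-score computed on integrated fluorescence ratio after choline addition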
Target sequence (Q9GZV3 whole entry, looked up): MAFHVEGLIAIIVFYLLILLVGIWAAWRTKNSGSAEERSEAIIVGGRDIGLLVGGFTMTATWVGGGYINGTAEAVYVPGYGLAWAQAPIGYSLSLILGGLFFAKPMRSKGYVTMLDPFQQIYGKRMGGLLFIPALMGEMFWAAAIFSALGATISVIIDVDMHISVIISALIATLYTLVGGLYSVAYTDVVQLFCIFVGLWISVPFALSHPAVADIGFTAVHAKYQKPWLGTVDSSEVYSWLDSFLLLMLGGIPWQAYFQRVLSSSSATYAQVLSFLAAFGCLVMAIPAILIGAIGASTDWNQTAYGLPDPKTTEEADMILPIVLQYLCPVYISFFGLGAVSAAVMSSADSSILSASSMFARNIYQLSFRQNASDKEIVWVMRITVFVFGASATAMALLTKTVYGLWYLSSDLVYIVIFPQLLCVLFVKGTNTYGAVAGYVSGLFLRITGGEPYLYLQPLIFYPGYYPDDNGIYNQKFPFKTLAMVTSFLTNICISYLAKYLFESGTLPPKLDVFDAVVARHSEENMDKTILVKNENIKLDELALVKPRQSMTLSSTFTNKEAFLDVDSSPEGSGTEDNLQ
CHT PAM = allosterically activates the human high affinity choline transporter; 310,000 compounds, 0.49% hits; CHT-expressing cells, membrane potential dye, choline EC20; stronger effect = higher value; LV-AA mutant CHT in HEK293 cells; AID 488977; B-score at 10 µM;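 active = initial fluorescence not abnormally high and integrated response B-score, plate-corrected, over 3 SD above library mean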
STK33 kinase inh = blocks human STK33 kinase activity. Q9BYT3. purified STK33, MBP phosphorylation, ADP-Glo luminescence. AID 2661. 320,000 compounds, 0.073% hits. inhibition, % at 10 µM;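 active = inhibition at or above 25%, using the most active replicate where run in duplicate; inactive = inhibition below 25%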
Target sequence (Q9BYT3 whole entry, looked up): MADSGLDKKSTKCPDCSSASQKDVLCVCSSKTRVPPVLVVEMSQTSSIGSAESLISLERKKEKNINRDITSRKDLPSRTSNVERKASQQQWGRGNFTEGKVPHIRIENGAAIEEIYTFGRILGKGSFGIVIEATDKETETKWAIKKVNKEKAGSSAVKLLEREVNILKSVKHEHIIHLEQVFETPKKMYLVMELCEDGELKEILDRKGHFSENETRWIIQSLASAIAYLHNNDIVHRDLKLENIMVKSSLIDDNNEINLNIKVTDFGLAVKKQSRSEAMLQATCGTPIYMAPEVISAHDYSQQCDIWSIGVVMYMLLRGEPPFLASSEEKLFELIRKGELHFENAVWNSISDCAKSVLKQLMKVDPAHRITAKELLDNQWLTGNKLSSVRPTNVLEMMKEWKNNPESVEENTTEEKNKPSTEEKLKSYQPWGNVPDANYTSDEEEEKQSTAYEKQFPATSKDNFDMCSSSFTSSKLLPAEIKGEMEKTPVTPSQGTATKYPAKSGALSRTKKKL
* hit, by the source's call; i = inactive. This is a random part of the collection (roughly 1.5% active in at least one column).

| Molecule | CHT inh | CHT PAM | STK33 kinase inh |
| --- | --- | --- | --- |
| COc1cc2cc(CN(CCCO)S(=O)(=O)c3ccccc3)c(=O)[nH]c2cc1OC | i | i | -0.4 |
| COc1ccc(C(=O)CC2(C(=O)O)CCCCC2)cc1 | i | i | -3.4 |
| NC1=NN=C(N2N=C(c3ccc(Br)cc3)CC2(O)C(F)(F)F)n2ncnc2C1 (stereo not drawn) | i | i | 12.8 |
| Cc1nnc2sc(SCC(=O)N3CCCCC3)nn2c1=O | i | i | -0.5 |
| COCCn1c(SCc2cccc(F)c2)nc2cc(C(=O)OC)ccc2c1=O | i | i | -0.3 |
| COc1ccccc1/C=C/C(=O)NCC(=O)N/N=C/c1ccccc1[N+](=O)[O-] | i | i | 0.3 |
| O=C(Nc1ccncc1)C1COc2ccccc2O1 (stereo not drawn) | i | i | -0.9 |
| COc1ccc(NS(=O)(=O)c2ccc(NC(=O)Cc3cccs3)cc2)cc1 | i | i | -0.7 |
| O=C(CN(c1ccccc1)S(=O)(=O)c1ccc(Cl)cc1)Nc1ccccc1C(=O)N1CCCC1 | i | i | -1.3 |
| CC(C)c1nc(SCC(=O)N2CCCC2)c2ccccc2n1 | i | i | 0.7 |
| CCn1c(=O)cc(OCC(=O)NCCc2ccc(OC)c(OC)c2)c2ccccc21 | i | i | -0.8 |
| COc1ccc(OC)c(NC(=O)c2ccc(N3C(=O)C4CC=C(C)CC4C3=O)cc2)c1 (stereo not drawn) | i | i | -1.8 |
| COCCCNC(=S)Nc1ccccc1[N+](=O)[O-] | i | i | -1.4 |
| CC(C)c1ccc(NC2CCCN(C(=O)c3ccnn3C)C2)cc1 (stereo not drawn) | i | i | -1.2 |
| CCC(CC)c1nnc(NC(=O)COc2ccc3c(c2)OCO3)s1 | i | i | 1.1 |
| CC(O)CN=c1cc(-c2ccccc2)oc2ccc(Cl)cc12 (stereo not drawn) | i | i | 0.6 |
| CC(C)CC(C(=O)N1CCOCC1)N1Cc2ccccc2C1=O (stereo not drawn) | i | i | -0.4 |
| COc1ccc(OC(C)C(=O)NC(C)c2ccccc2)cc1 (stereo not drawn) | i | i | -0.2 |
| CN(C)c1cccc(C(=O)OCC(=O)Nc2ccccc2Sc2ccccc2)c1 | i | i | -0.8 |
| Cc1noc(C)c1CSc1ccccc1C(=O)O | i | i | -1.8 |
| CSc1nsc(NC(=O)OCc2ccc(Cl)cc2)n1 | i | i | 0.0 |
| COc1cc(C(C(=O)NC2CCCC2)N(C(=O)c2snc(C(N)=O)c2N)C2CCCC2)cc(OC)c1OC (stereo not drawn) | i | i | -1.2 |
| O=C(Nc1ccc(NS(=O)(=O)c2ccccc2)cc1)c1ccc(Cl)cc1 | i | i | 1.0 |
| COc1ccc(CNC(=O)CCCn2nc(C)c3c(C)n(-c4ccccc4)nc3c2=O)cc1 | i | i | -0.6 |
| O=c1cc(-c2ccccc2)oc2cc(OCc3ccccc3)cc(O)c12 | i | i | 0.5 |
| C#CC1CN(Cc2ccccc2)CC(C#C)N1C (stereo not drawn) | i | i | -2.4 |
| CC(C(=O)N1CCN(Cc2ccc3c(c2)OCO3)CC1)c1ccc([N+](=O)[O-])cc1 (stereo not drawn) | i | i | -0.5 |
| CC(NC(=O)CCc1nnc(C2(c3ccc(Cl)cc3)CCC2)o1)C1CC1 (stereo not drawn) | i | i | -1.4 |
| NC(=S)Nc1cccc(F)c1 | i | i | -0.2 |
| CCOC(=O)NC(=O)/C(C#N)=N\Nc1ccc(Cl)cc1 | i | i | -1.2 |
| CSc1nc2ncc(C#N)cn2n1 | i | i | -0.7 |
| COc1ccc(N(CC(=O)NCCSCc2ccco2)S(=O)(=O)c2ccccc2)cc1Cl | i | i | 0.4 |
| Fc1cccc(F)c1/C=N/Nc1ccccn1 | i | i | -0.4 |
| COc1ccc(/C=N/NC(=O)C(Cc2c[nH]c3ccccc23)NC(=O)OCC(C)C)cc1[N+](=O)[O-] (stereo not drawn) | i | i | -0.7 |
| CCOc1ccc(OCC(=O)Nc2ccccc2C(F)(F)F)cc1 | i | i | 1.0 |
| COc1cccc(CNC(=O)c2cccc(NC(=O)C3=C(C)OCCS3)c2)c1 | i | i | -1.8 |
| Cc1cccc(CCNC(=O)CNS(=O)(=O)c2ccc3nc(C)sc3c2)c1 | i | i | 1.0 |
| Cc1occc1-c1nnc(SCC(=O)N2CCOCC2)o1 | i | i | 0.3 |
| CCOc1ccc(CCNC(=O)c2nn(C)c3c2CS(=O)(=O)c2ccccc2-3)cc1OCC | i | i | -1.1 |
| Clc1ccc(-c2cn3ccccc3n2)cc1 | i | i | -0.8 |
| COc1ccc(NC(=O)c2cccc3ccccc23)cc1 | i | i | 5.4 |
| CCCC[C@@H](CNC)NC[C@H](Cc1ccc(O)cc1)NCCc1ccc(OCC)cc1 | i | i | 0.2 |
| CNC(=O)c1[nH]cnc1C(=O)Nc1ccc(OC)cc1 | i | i | 2.1 |
| Nc1nc(NCCO)nc(NCc2ccccc2)c1[N+](=O)[O-] | i | i | 0.4 |
| NC(=O)CC1C(=O)N(c2ccccc2)C(=S)N1NC(=O)c1ccc(Br)cc1 (stereo not drawn) | i | i | -0.5 |
| O=c1c(-c2ccc(O)cc2)coc2cc(O)cc(O)c12 | i | i | 0.6 |
| Oc1c(CN2CCCCC2)cc(Br)c2cccnc12 | i | i | -1.6 |
| O=c1oc2c(-c3ccc([N+](=O)[O-])cc3)cc(O)cc2s1 | i | i | 0.1 |
| Cc1cc(SCC(=O)NC(=O)NCc2ccco2)nc2ccccc12 | i | i | 1.9 |
| COc1ccccc1C(=O)Nc1ccc(S(=O)(=O)N2CCCCC2c2cccnc2)cc1 (stereo not drawn) | i | i | 0.9 |
| Cc1cc(NC(=O)CSc2cn(CCNC(=O)c3ccc(Cl)cc3)c3ccccc23)no1 | i | i | 0.6 |
| c1ccc2cc(OCCCn3ccnc3)ccc2c1 | i | i | -2.0 |
| Cc1nn(-c2ccccc2)c(C)c1C(=O)NCCc1ccc(Cl)cc1 | i | i | -2.0 |
| CCN(CC)CC(=O)Nc1ccc2c(c1)N(C(=O)CN(CC)CC)c1ccccc1CC2 | i | i | -0.5 |
| Cc1cc(C(F)F)n2ncc(C(=O)NC3CCCCCC3)c2n1 | i | i | -0.5 |
| COC(=O)CN1C(=O)[C@H]2[C@@H](/C=C/c3ccccc3)N3C(=O)CN(Cc4ccccc4)C(=O)[C@@]3(C)[C@H]2C1=O | i | i | -1.8 |
| CN(C(=O)/C=C/c1ccc(F)cc1)C1CCCCC1 | i | i | -0.3 |
| c1ccc2c(c1)[nH]c1c(N3CCN(C4CCCCC4)CC3)ncnc12 | i | i | 0.0 |
| COc1ccc(C2/C(=C(\O)c3ccc4c(c3)OCCO4)C(=O)C(=O)N2Cc2cccnc2)cc1 (stereo not drawn) | i | i | -0.3 |
| Cc1ccc(SCCC(=O)N2CCC(C)CC2)cc1 | i | i | 1.9 |

The list continues.
| Molecule | CHT inh | CHT PAM | STK33 kinase inh |
| --- | --- | --- | --- |
| CC1CC(C)CN(C(=O)c2ccc(NS(=O)(=O)c3ccc4[nH]c(=O)[nH]c4c3)cc2)C1 (stereo not drawn) | i | i | -0.4 |
| Cn1c(Cc2ccccc2)nnc1SCC(=O)NCCc1ccccc1 | i | i | -2.8 |
| CCN(CC)CCCNC(=O)CC1Sc2ccccc2NC1=O (stereo not drawn) | i | i | -1.2 |
| COc1ccc(Br)cc1CNCCSc1nnnn1C | i | i | 0.1 |
| Clc1ccc(-c2cccs2)nn1 | i | i | -1.0 |
| C=CCc1c(N(CC)CC)nc(C)[nH]c1=O | i | i | 0.6 |
| Nc1nonc1-n1nnc(C(=O)N/N=C/c2cccnc2)c1CSc1ccc(Cl)cc1 | i | i | -0.7 |
| Cc1cc(NC(=O)CS(=O)(=O)c2cn(Cc3ccccc3Cl)c3ccccc23)no1 | i | i | 0.1 |
| N=c1c2c(n(Cc3ccccc3)c3c1CCC3)CCC2 | i | i | 0.8 |
| O=C(c1cccc(S(=O)(=O)N2CCCCCC2)c1)N1CCN(c2ccccc2F)CC1 | i | i | 0.5 |
| COc1ccc(NC(C#N)c2ccccc2OCc2ccccc2)cc1 (stereo not drawn) | i | i | -1.1 |
| Cc1ccc(-n2nnnc2-c2cnc3cc4c(cc3c2C)OCO4)cc1 | i | i | 0.2 |
| CCc1cc(C(=O)N/N=C/c2ccc(O)cc2)c2ccccc2n1 | i | i | -2.1 |
| CCOC(=O)c1c(CN(C)C)oc2cc(CN(C)C)c(O)c(CSc3ccccc3)c12 | i | i | -0.7 |
| O=C(O)CN1C(=O)/C(=C\c2cccc(OCc3ccccc3F)c2)SC1=S | i | i | -0.8 |
| CC(=O)c1cccc(CN2CCC(n3nccc3NC(=O)CCCc3ccccc3)CC2)c1 | i | i | -0.7 |
| CC(=O)NCCc1ccc(S(=O)(=O)NCc2ccc3c(c2)OCO3)cc1 | i | i | -2.1 |
| CC(C)(C)N/N=C1\CC(c2ccccc2)Oc2ccccc21 (stereo not drawn) | i | i | -1.2 |
| CCOC(=O)Cn1c(=NC(=O)c2nc3ccccc3s2)sc2cc(S(N)(=O)=O)ccc21 | i | i | -2.2 |
| CCOC(=O)c1cc(C(=O)Nc2cccc(C)c2)nn1C | i | i | -0.8 |
| COc1ccc(C(=O)Nc2cc(C(=O)O)cc(C(=O)O)c2)cc1Cl | i | i | 0.5 |
| Cc1ccc(-c2nnc(SCC(=O)N3c4ccccc4NC(=O)C3(C)C)n2N)cc1 | i | i | -0.5 |
| O=C(Nc1ccc(Cc2ccncc2)cc1)c1ccc([N+](=O)[O-])o1 | i | i | -1.0 |
| O=C(NCC(=O)N1CC=C(c2ccccc2)CC1)c1ccccc1Br | i | i | -0.4 |
| CN(C)S(=O)(=O)c1cccc(NC(=O)COC(=O)/C=C/c2cccs2)c1 | i | i | -2.1 |
| CCC(=O)Nc1nc2ccc([N+](=O)[O-])cc2s1 | i | i | 4.5 |
| COC(=O)c1c(-c2ccc(C)cc2)csc1NC(=S)NC(=O)c1ccc(F)cc1 | i | i | 0.1 |
| Nc1ccc(-n2nncc2-c2ccccc2)cc1 | i | i | 0.5 |
| CCCCn1c(SCC(=O)Nc2cc(C)on2)nnc1-c1cccs1 | i | i | -2.0 |
| CCN(CC)c1ccc(/C=N/N2CCOCC2)cc1 | i | i | 0.3 |
| CCn1c(SCC(=O)N2CCc3ccccc32)nnc1-c1ccco1 | i | i | 0.3 |
| CCCCn1c(N)c(N(CCC(C)C)C(=O)c2oc3ccc(OCC)cc3c2C)c(=O)[nH]c1=O | i | i | 1.3 |
| Cc1ccc(S(=O)(=O)NC(C(=O)O)c2ccccc2)cc1 (stereo not drawn) | i | i | 0.6 |
| CCC(C)N=Cc1c(NCc2ccco2)nc2c(C)cccn2c1=O (stereo not drawn) | i | i | 0.0 |
| CC(=O)Nc1ccc(S(=O)(=O)NCC(=O)OCC(=O)NC(=O)C2CCCCC2)cc1 | i | i | 6.2 |
| CC(C)N(Cc1nccn1C)C(=O)c1cc(COc2ccc3ncccc3c2)on1 | i | i | 0.3 |
| CCOC(=O)CN(C(=O)c1snc(C(N)=O)c1N)C(C(=O)NC1CCCCC1)c1ccc(F)cc1 (stereo not drawn) | i | i | -0.1 |
| O=C(NCC1(c2ccccc2)CCOCC1)c1ccc(Br)o1 | i | i | -3.2 |
| CCC1CSC(Nc2ccc(C(=O)/C=C/c3cccc(C)c3)cc2)=N1 (stereo not drawn) | i | i | 0.4 |
| CCOC(=O)c1ccccc1NS(=O)(=O)c1c(C)nc2sccn2c1=O | i | i | -0.7 |
| O=C(Nc1ccc(NC(=O)c2ccco2)nc1)c1cccc(F)c1 | i | i | -0.4 |
| O=C(COC(=O)c1ccco1)NCc1ccco1 | i | i | -3.2 |
| Cc1cc(C)c(O)c(NC(=S)NC(=O)Cc2ccccc2)c1 | i | i | -1.3 |
| COc1cccc(N(C(=O)c2snc(C(N)=O)c2N)C(C(=O)NCC2CCCO2)c2ccc(C)o2)c1 (stereo not drawn) | i | i | -0.8 |
| Cc1ccc(NC(=O)CC2C(=O)N(Cc3ccccc3)C(=S)N2NC(=O)c2cccc(F)c2)c(C)c1 (stereo not drawn) | i | i | -3.6 |
| CC(C)(C)OC(=O)N1CCC(C(=O)N[C@@H](Cc2ccccc2)C(=O)O)CC1 | i | i | -1.5 |
| COc1ccc(F)cc1S(=O)(=O)NC1CC(C)(C)NC(C)(C)C1 | i | i | -0.3 |
| Cc1cc(NC(=O)C2CCN(S(=O)(=O)c3cccs3)CC2)no1 | i | i | -0.1 |
| CCCc1c(C(=O)Nc2ccc(F)cc2)cnn1-c1ccccc1 | i | i | -0.8 |
| CCC1Oc2ccccc2N(CC(=O)Nc2ccccc2OC)C1=O (stereo not drawn) | i | i | -0.2 |
| Cn1ccsc1=NC(=O)c1cccc(OC(F)F)c1 | i | i | 2.3 |
| CCCC(=O)Nc1c2c(nn1-c1cccc(Cl)c1)CS(=O)(=O)C2 | i | i | 0.0 |
| COc1ccc(/C=N/NC(=O)c2c(C)n(C)c3ccc(OC)cc23)c(OC)c1 | i | i | -1.9 |
| Cn1ncc(Cl)c1C(=O)N/N=C/c1cc2c(cc1[N+](=O)[O-])OCO2 | i | i | -1.0 |

One compound at a time, as listed above. Screens in order: CHT inh	CHT PAM	STK33 kinase inh
Record of CCC(CC)c1nnc(NC(=O)COc2ccc3c(c2)OCO3)s1 → i	i	1.1
Record of CC(C)c1nc(SCC(=O)N2CCCC2)c2ccccc2n1 → i	i	0.7
Record of COc1ccc(N(CC(=O)NCCSCc2ccco2)S(=O)(=O)c2ccccc2)cc1Cl → i	i	0.4
Record of Cc1ccc(-c2nnc(SCC(=O)N3c4ccccc4NC(=O)C3(C)C)n2N)cc1 → i	i	-0.5
Record of COc1ccc(CNC(=O)CCCn2nc(C)c3c(C)n(-c4ccccc4)nc3c2=O)cc1 → i	i	-0.6

Single values from above.
For STK33 kinase inh, CNC(=O)c1[nH]cnc1C(=O)Nc1ccc(OC)cc1 has the entry 2.1
For STK33 kinase inh, O=C(O)CN1C(=O)/C(=C\c2cccc(OCc3ccccc3F)c2)SC1=S has the entry -0.8
